PPARg SRC3 recr: agonists of human PPARgamma SRC-3 coactivator recruitment | P37231 | biochemical PPARgamma/SRC-3 coactivator recruitment assay | activation, % at 8 µM | actives 0.26% (n = 200,000) | AID 731; in the data active = activation above about 23%;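 note: 0% = DMSO and 100% = reference agonist; some compounds past the cut are filed as inactive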
ROMK mod: modulates human ROMK potassium channel activity. Tet-inducible ROMK, thallium flux fluorescence; actives lie on both sides. B-score at 10 µM. actives 2% (n = 130,000). AID 1918;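 active = signal ratio slope over the read window, or its plate-corrected B-score, at least 3 SD from the plate mean, either direction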;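 note: B-score of the F/F0 ratio slope over 7 to 12 s after thallium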
Target sequence (P48048 whole entry, looked up): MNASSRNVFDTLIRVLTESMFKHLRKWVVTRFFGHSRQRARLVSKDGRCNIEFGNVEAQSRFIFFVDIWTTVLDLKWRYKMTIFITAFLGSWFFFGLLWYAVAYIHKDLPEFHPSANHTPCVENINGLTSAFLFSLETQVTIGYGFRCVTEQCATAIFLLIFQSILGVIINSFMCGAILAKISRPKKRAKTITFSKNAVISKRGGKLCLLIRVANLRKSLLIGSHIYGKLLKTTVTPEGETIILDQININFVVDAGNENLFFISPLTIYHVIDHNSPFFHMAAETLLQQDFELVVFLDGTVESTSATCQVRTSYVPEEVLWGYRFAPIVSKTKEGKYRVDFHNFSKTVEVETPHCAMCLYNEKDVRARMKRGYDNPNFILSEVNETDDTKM
STAT3 blocker: inhibitors of IL-6 induced STAT3 signaling; U3A cells, IL-6 STAT3-luciferase reporter, luminescence; host cell line lacks STAT1; inhibition, % at 5.5 µM; actives 0.89% (n = 190,000); AID 862;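 active = inhibition above the mean inhibition across all screened compounds plus 3 SD, cut at about 44% in these data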;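 note: 0% = DMSO only wells and 100% = 100 µM nifuroxazide control wells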
TR-FRET SRC-2 ct: counter-screen for PPARgamma SRC-2 recruitment agonists: TR-FRET artefact; stronger effect = higher value; TR-FRET ratio at 8 µM; actives 0.4% (n = 200,000); AID 1049; in the data active = TR-FRET ratio above about 2000; note: inactives centre near 1500
RAM inhibit: yeast RAM network inhibition; inhibition, % at 50 µM; S. cerevisiae dse1pr::URA3 reporter, 5-FOA growth OD615, 2 d; analog-sensitive cbk1-as2 kinase mutant strain; AID 868; actives 1.8% (n = 190,000);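 active = inhibition above a set limit, 3 SD over mean compound inhibition, cut at about 8.4% in these data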;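 note: 0% = DMSO-only wells with no growth and 100% = 10 µM 1-NA-PP1 full growth; inhibition rescues growth on 5-FOA so higher OD means more RAM inhibition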
STAT3 act: activators of IL-6 induced STAT3 signaling; actives 0.91% (n = 190,000); U3A cells, IL-6 STAT3-luciferase reporter, luminescence; 100% = signal with IL-6 EC80 alone; AID 871; activation (% of control), % at 5.6 µM;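 active = activation above the screen-wide mean of compound activation plus 3 SD, cut at about 130% in these data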;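 note: 0% = background luminescence of wells with medium and substrate only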
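Material: STAT3-luciferase reporter U3A cells. Controls: IL-6-treated wells, 100% activation. Read-out: % activation versus median of IL-6-stimulated wells. Probe or stimulus: IL-6 stimulus at 33 ng/mL final. Timing: compound 1 h, then IL-6 6 h at 37 °C. Signal: reporter luminescence signal.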
STAT1 inh: reduces IFN-gamma driven STAT1 reporter signal | NIH 3T3 STAT1-luciferase reporter, luminescence | inhibition, % at 5.5 µM | actives 0.35% (n = 200,000) | AID 920;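 active = inhibition above a set limit, the mean inhibition across all tested compounds plus 3 SD, cut at about 34% in these data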;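 note: 0% = IFN-gamma with DMSO and 100% = IFN-gamma with 300 µM nifuroxazide; values of inactives mirror those of a sister screen read the other way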
PPARg SRC-2 ag: PPARgamma-driven SRC-2 recruitment agonism. P37231. PPARgamma LBD-SRC-2 recruitment, biochemical. activation, % at 8 µM. actives 0.34% (n = 200,000); in the data active = activation above about 22%;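 note: 0% = vehicle and 100% = reference agonist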
PPARg SRC1 recr: PPARgamma-driven SRC-1 recruitment agonism; P37231; PPARgamma-SRC-1 coactivator recruitment biochemical assay; activation, % at 8 µM; actives 0.41% (n = 200,000); AID 631; in the data active = activation above about 19%;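 note: 0% = DMSO and 100% = reference agonist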
TLR4 MyD88 comp: blocks binding of human TLR4 to MyD88; HeLa CL3-4 TLR4/MyD88 BLA complementation, FRET ratio; O00206+Q99836; actives 0.18% (n = 200,000); inhibition, % at 8.4 µM; in the data active = inhibition above about 25%;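 note: 0% = vehicle and 100% = reference inhibitor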
S1P3 antag: S1P3 (human) receptor antagonism | CHO S1P3 NFAT-BLA reporter, FRET fluorescence, antagonist mode | actives 0.27% (n = 170,000) | inhibition, % at 4.98 µM | Q99500;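 active = inhibition above the plate cutoff, the mean inhibition of test wells on that plate plus 3 SD, cut at about 28% in these data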;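 note: cells challenged with S1P at its EC80 of 0.8 µM; blue over green emission ratio from cleaved BLA substrate after 4 h stimulation; 0% = S1P-stimulated wells and 100% = unstimulated DMSO-only wells; some compounds past the cut are filed as inactive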
Target sequence (Q99500 whole entry, looked up): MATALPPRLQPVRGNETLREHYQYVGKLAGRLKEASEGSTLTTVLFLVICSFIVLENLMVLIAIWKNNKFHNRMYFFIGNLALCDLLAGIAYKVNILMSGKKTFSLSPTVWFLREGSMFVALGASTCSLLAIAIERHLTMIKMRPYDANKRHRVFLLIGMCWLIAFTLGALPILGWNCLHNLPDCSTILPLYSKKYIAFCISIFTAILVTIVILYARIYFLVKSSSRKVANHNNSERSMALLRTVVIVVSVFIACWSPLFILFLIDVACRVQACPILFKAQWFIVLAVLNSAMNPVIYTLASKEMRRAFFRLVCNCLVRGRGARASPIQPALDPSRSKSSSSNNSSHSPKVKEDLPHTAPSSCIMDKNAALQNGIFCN
* marks the source's active call; other numbers are inactive results; nt = not tested or not shown.

The line under a structure holds: PPARg SRC3 recr	ROMK mod	STAT3 blocker	TR-FRET SRC-2 ct	RAM inhibit	STAT3 act	STAT1 inh	PPARg SRC-2 ag	PPARg SRC1 recr	TLR4 MyD88 comp	S1P3 antag
O=C1OCCC1Sc1nnc(-c2ccccc2Cl)n1Cc1ccccc1 (stereo unspecified)
 : 0	0.038	17	1671	0.0	86	3	10	7	0	-12
O=C(CSc1nnc2ccccn12)NNC(=O)c1ccc(F)cc1
 : -1	0.51	17	1544	0.5	92	7	3	6	14	14
O=C(N/N=C/c1ccncc1)c1nn(Cc2ccccc2)c(=O)c2ccccc12
 : 4	0.065	16	1417	0.3	93	39*	-1	6	4	0
CCOc1ccc(-c2cc(C(=O)NCC3CCCO3)c3ccccc3n2)cc1 (stereo unspecified)
 : 0	-0.83	-10	1402	5.1	106	5	-6	-5	-15	5
Cc1ccc(-n2[nH]c(C)c(C=NC34CN5CN(CN(C5)C3)C4)c2=O)cc1C
 : -13	-0.17	-4	1519	0.3	104	1	4	1	8	nt
O=C(Nc1ccc2nsnc2c1)c1cccs1
 : -12	nt	-3	1588	1.5	106	-7	-2	8	0	17
N#Cc1c(C(F)(F)F)cc(-c2ccco2)nc1SCc1ccccn1
 : 3	0.18	12	1509	3.2	92	0	6	6	-6	3
COc1ccc(CNCc2cc3c(C(C)(C)C)nn(-c4ccccc4)c3[nH]c2=O)cc1
 : 2	-0.26	-5	1453	-0.5	104	1	4	0	2	nt
Cc1ccc(C)c(S(=O)(=O)N2CCN(Cc3ccc(O)c4ncccc34)CC2)c1
 : -1	-0.42	-9	1316	1.8	107	-1	2	4	11	-6
CN1CCN(CC(=O)N2c3ccccc3C(=O)Nc3cccnc32)CC1
 : 3	nt	9	1423	-0.8	94	-1	6	0	-16	4
CCOC(=O)c1ccc(NC(=O)CSc2nnc(CNC(=O)c3ccccc3F)o2)cc1
 : 10	-0.98	9	1578	7.6	97	11	12	0	-3	nt
CCC(C)(C(=O)NC1CCCC1)N(Cc1cccs1)C(=O)Cc1cccs1 (stereo unspecified)
 : -5	1.1	0	1514	1.1	100	-2	1	1	1	nt
Cn1c(SCC(N)=O)nnc1C1CCN(C(=O)NC2CCCCC2)CC1
 : -1	0.88	4	1565	-0.2	99	4	-2	2	-8	-32
O=C1CC(N2CCN(c3ccccn3)CC2)C(=O)N1CC(c1ccccc1)c1ccccc1 (stereo unspecified)
 : -10	-1.2	-2	1364	3.9	104	-1	9	3	2	nt
Cc1ccc(S(=O)(=O)NCC(=O)N(CC(=O)NC2CCCC2)c2ccc3c(c2)OCCO3)cc1
 : -1	nt	1	1400	-0.1	102	-5	-9	-2	9	10
CCn1cc(C(=O)N(CCCN2CCOCC2)Cc2ccco2)c(=O)c2ccc(C)nc21
 : 6	1.6	0	1496	-0.8	103	-1	1	-3	14	-4
CCN(C(=S)NCCOC)c1cccc2ccccc12
 : 5	nt	-24	1674	-0.2	125	14	13	5	9	-22
Cc1cc(C)c2[nH]c(=O)c(CN(CC3CCCO3)C(=O)c3cnccn3)cc2c1 (stereo unspecified)
 : 3	0.65	-1	1679	-0.6	103	-4	-2	6	1	1
Cc1csc(NC(=O)C2C3C=CC(O3)C2C(=O)O)n1 (stereo unspecified)
 : -20	0.54	6	1451	0.1	98	-2	3	-3	15	-6
NC(=O)CSc1nnc(-c2cccnc2)n1CCc1ccccc1
 : 2	nt	1	1476	0.0	108	-2	-7	1	4	9
CCS(=O)(=O)N1Cc2ccccc2CC1C(=O)Nc1nc2ccc(C)cc2s1 (stereo unspecified)
 : 3	0.39	5	1510	-0.3	94	-23	5	4	-12	-7
Cc1cc(Cl)c(S(=O)(=O)Nc2ccc3c(c2)OCO3)cc1OCC(N)=O
 : -5	-0.52	12	1533	2.1	93	4	0	4	-11	10
COC(=O)c1[nH]c2ccc(C)cc2c1NC(=O)NC1CCCCC1
 : 2	nt	27	1512	1.9	78	-2	9	1	5	nt
C=CC(=O)NN(C)c1ncc(C(F)(F)F)cc1Cl
 : -1	0.7	-2	1479	0.0	108	-8	-3	-2	10	-22
COc1ccc(/C=N/NC(=O)c2cc(C34CC5CC(CC(C5)C3)C4)[nH]n2)cc1O
 : 10	nt	2	1642	-0.3	107	-3	11	10	3	nt
CCN(CC)C(=O)c1cn(-c2ccccc2)nc1-c1ccc2c(c1)OCCO2
 : 6	-0.9	0	1980*	0.1	101	9	5	9	1	10
CCOc1ccccc1-n1c(SCC(=O)N2CCCC2)nnc1-c1ccoc1C
 : -2	nt	-1	1494	0.9	105	3	-6	12	4	-6
O=C(CSc1nncs1)NCCCc1ccccc1
 : -6	-0.29	8	1456	0.4	98	-4	-2	0	1	-3
CCc1ccc(NC(=O)Cn2c(SC)nc3ccccc32)cc1
 : -5	nt	-8	1485	21*	112	10	-3	0	7	-22
CCCCCCCc1c(O)nc(SCCN2CCOCC2)[nH]c1=O
 : 4	0.22	10	1484	-0.6	97	-1	11	5	-5	-3
Cc1cccc(NC(=O)CSc2nc(N)c(NC(=O)c3cccs3)c(=O)[nH]2)c1C
 : 3	0.016	-3	1470	1.7	102	3	2	5	-4	7
CCOC(=O)c1c(C)[nH]c(C(=O)Cn2nnc(-c3ccccc3Cl)n2)c1C
 : 6	nt	3	1623	3.6	100	1	4	6	1	4
CCn1ncc(CN2CCCC(CNC(=O)c3ccc(F)cc3)C2)c1C (stereo unspecified)
 : 4	0.57	7	1720	2.0	99	0	-2	0	1	-7
C#CCNC(=O)C1=C[C@@H](C)C[C@@H](OCc2ccc(CO)cc2)O1
 : 0	nt	nt	1581	-0.2	nt	-3	6	4	-6	-20
Nc1ccc(-n2cnc3cc([N+](=O)[O-])ccc32)cc1
 : 3	0.043	-12	1430	3.0	113	-30	-1	-3	2	nt
CC1CCN(CCc2nc3cc(NS(=O)(=O)c4ccc(F)cc4)ccc3n2C)CC1
 : -12	nt	0	1453	0.4	104	6	-2	-12	12	-9
COC(=O)c1cc(OC)c(OC)cc1NC(=O)c1ccoc1C
 : 5	1.2	6	1615	0.6	96	-2	2	0	4	-8
COc1ccc(C(=O)NCC(C)(C)SCc2c(C)cc(C)cc2C)cc1
 : -7	nt	2	1456	9.3*	98	8	-6	-5	0	nt
COc1cc(/C=C/C(=O)OCC(=O)NC(=O)NC(C)C)cc(S(=O)(=O)N2CCc3ccccc32)c1OC
 : 3	0.63	13	1666	2.9	91	59*	4	2	-3	-5
NC(CC(=O)O)c1ccc(F)cc1 (stereo unspecified)
 : -9	nt	-2	1399	2.4	98	0	-2	-1	2	-5
Cc1cc(Nc2cnc3ccccc3n2)n(-c2ccccc2)n1
 : 7	nt	15	1458	0.8	90	1	8	7	3	nt
Cc1cc(C)c2c(n1)nn1c(NCCN3CCOCC3)cc(C)nc21
 : -2	nt	10	1454	1.7	97	-2	1	6	7	-8
Cc1cc(C(=O)CSc2nnc(-c3ccccc3)n2C)c(C)n1C
 : 0	nt	9	1325	0.9	94	-4	8	6	-24	6
CSc1ccc(CNc2ccccc2)cc1
 : 1	nt	0	1449	-0.8	109	-13	5	2	-3	nt
CC(C)CC1CC(C)(c2csc(NNC(=O)c3ccccc3)n2)OC1=O (stereo unspecified)
 : 3	-1.2	17	1729	4.2	93	4	11	0	-7	-25
CCOc1ccc(C(=O)NC(=S)Nc2cccnc2)cc1[N+](=O)[O-]
 : -3	1	9	1605	2.5	98	-2	-3	-5	1	2
O=c1cc(O)c2sc3nc(-c4cccnc4)cc(C(F)(F)F)c3c2[nH]1
 : 3	nt	-13	1358	1.9	112	6	3	1	1	9
COc1ccc(N2CCN(C(=O)c3cn(C4CCCC4)c(=O)c4c3c3ccccc3n4C)CC2)cc1
 : -7	-0.5	-8	1552	4.6	107	2	-5	-2	10	nt
O=C(c1ccc(COc2ccccc2Br)cc1)N1CCCCC1
 : -9	-2.2	4	1337	2.1	94	-2	-6	8	9	nt
COc1ccc(C(=O)NC2(C(F)(F)F)NC(=O)N(CCCc3ccccc3)C2=O)c(OC)c1OC (stereo unspecified)
 : 2	nt	-7	1564	0.6	104	0	6	-1	0	-9

The listing continues.
The line under a structure holds: PPARg SRC3 recr	ROMK mod	STAT3 blocker	TR-FRET SRC-2 ct	RAM inhibit	STAT3 act	STAT1 inh	PPARg SRC-2 ag	PPARg SRC1 recr	TLR4 MyD88 comp	S1P3 antag
COc1ccc(C2(C(N)=O)CCCCC2)cc1OC
 : 3	nt	-8	1487	-0.1	107	12	3	3	-13	2
COc1ccc(C)cc1NC(=O)c1ccc2c(c1)OCO2
 : 10	nt	12	1706	0.5	94	2	4	2	-13	-1
CNCc1nc2ccccc2[nH]1
 : -3	0.31	1	1572	1.5	101	-4	3	0	8	-5
N/C(CN1CCCC1=O)=N\OC(=O)c1ccccc1Cl
 : 1	nt	8	1520	1.2	97	3	-4	1	-7	nt
CCc1ccccc1NC(=O)N1CCC(NC(=O)C(Cc2ccc(OC)c(OC)c2)NC(C)=O)CC1 (stereo unspecified)
 : -7	nt	-6	1636	1.1	109	10	5	-7	-11	nt
O=C1c2ccccc2NC(c2cccc(O)c2)N1NS(=O)(=O)c1ccccc1 (stereo unspecified)
 : 2	0.24	-6	1718	1.1	106	-3	-1	-3	-2	-26
CCCCOc1ccc(/C=C/C(=O)Nc2ccc([N+](=O)[O-])cc2C)cc1
 : 4	nt	9	1561	8.0	91	14	-10	-2	10	-15
CCOC(=O)N1CCN(CC(=O)Nc2sccc2C#N)CC1
 : 0	0.0059	1	1582	0.1	103	10	-7	-9	11	-8
Cc1ccc(-n2c(SCC(=O)N3CCOCC3)nnc2-c2cccnc2)cc1
 : -3	0.095	11	1390	1.6	96	-12	0	-5	-10	-14
Cc1oc(-c2ccccc2)cc1C(=O)NC(Cc1c[nH]c2ccccc12)C(=O)O (stereo unspecified)
 : 7	1.4	-12	1629	3.2	107	-3	5	7	6	5
N#CC1=C(N)SC(N)=C(C#N)C1c1cccc(O)c1
 : 3	nt	-5	1579	2.5	108	3	12	1	3	nt
COc1cc(C2C(C#N)=C(N)Oc3c2oc(CO)cc3=O)ccc1OC(C)C (stereo unspecified)
 : -9	nt	7	1517	2.1	99	-3	-4	5	12	-1
CCO/N=C(/C)c1c(O)c(C)c(-c2ccccc2)n(-c2ccccc2)c1=O
 : -2	0.15	-8	1326	0.0	109	3	6	2	-7	nt
COc1ccc(N/C=C/c2nc(SC)nnc2C)cc1
 : 7	-2.3	33	1627	0.1	77	-4	2	10	10	-9
Cc1nn(-c2ccccc2)c(Cl)c1C1C(C#N)=C(N)OC2=C1C(=O)CC(C)(C)C2 (stereo unspecified)
 : -4	-0.17	-4	1621	2.3	106	-3	3	4	-8	nt
Cc1ccc(-c2noc(CNc3ccccc3)n2)cc1
 : 7	0.0069	6	1653	-1.3	98	-17	5	2	-10	nt
COCn1c(-c2ccc(OC)c(OC)c2)nc2ccccc21
 : -7	-0.27	12	1722	-0.8	92	-35	4	2	1	10

Screening data from PubChem.
